cln2 rad14: NCI yeast anticancer drug screen, S. cerevisiae cln2 rad14 strain; % growth inhibition at 50 µM; 78,000 compounds, 8.3% hits; AID 165;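 also: 0% = growth of vehicle-only cultures of the same strain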
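The screen exposed genetically defined yeast (cln2 rad14) to test compounds and scored growth inhibition relative to vehicle-treated controls.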
mec2-1: NCI yeast anticancer drug screen, S. cerevisiae mec2-1 strain | growth inhibition, % at 50 µM | 79,000 compounds, 9% hits;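 also: 0% = growth of vehicle-only cultures of the same strain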
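Each compound was tested on mec2-1 yeast, a strain altered in DNA damage repair or cell cycle control. Growth inhibition is reported relative to vehicle.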
yeast sgs1 mgt1: NCI yeast anticancer drug screen, S. cerevisiae sgs1 mgt1 strain | growth inhibition, % at 50 µM | 78,000 compounds, 10% hits | AID 161;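 also: 0% = growth of vehicle-only cultures of the same strain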
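Growth of a repair-deficient yeast mutant was monitored after compound treatment and expressed as inhibition relative to vehicle-treated cultures.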
bub3: NCI yeast anticancer drug screen, S. cerevisiae bub3 mutant strain | 78,000 compounds, 9.9% hits | % growth inhibition at 50 µM | AID 167;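 also: 0% = growth of vehicle-only cultures of the same strain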
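Compounds were applied to a genetically altered yeast strain carrying a cell-cycle control defect. Growth inhibition was scored against vehicle-treated controls.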
yeast rad50: NCI yeast anticancer drug screen, S. cerevisiae rad50 strain | % growth inhibition at 50 µM | 79,000 compounds, 10% hits;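 also: 0% = growth of vehicle-only cultures of the same strain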
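Vehicle-treated cultures provide the reference for the growth inhibition reported for compound-exposed, repair-deficient yeast.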
yeast mlh1 rad18: NCI yeast anticancer drug screen, S. cerevisiae mlh1 rad18 strain; AID 175; % growth inhibition at 50 µM; 79,000 compounds, 11% hits;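 also: 0% = growth of vehicle-only cultures of the same strain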
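Genetically defined yeast (DNA repair-deficient) exposed to compounds; growth inhibition determined relative to vehicle.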
The depositor's hits bear a star; & = joins results of further samples. Rule as the data show it: active = growth inhibition above about 70%; inactive = the rest.

SMILES,cln2 rad14,bub3,yeast mlh1 rad18,yeast rad50,mec2-1,yeast sgs1 mgt1
O=[N+]([O-])c1cnc(F)c(Br)c1,99*,99*,99*,99*,99*,99*
O=C(C#Cc1ccccc1)N1CCCCC1,-34,-4,-4,0,-7,-2
CCOC(=O)c1cnc2cc(C)cc(C)c2c1Nc1ccc2c(c1)OCO2,-36,5,-3,-8,-5,-12
CCCCCc1cc(C(=O)OC/C(C)=N/O)c2ccccc2n1,83*,98*,97*,97*,98*,96*
Cc1ccc(C)c(NC(=O)c2cccc(C(=O)Nc3cc(C)ccc3C)c2)c1,8,8,7,-13,0,-4
OCC1C2C=CC(O2)[C@H]1CO (stereo not given in full),-28,-25,-7,2,-4,-12
CCCc1cc(=O)oc2c3c(c4c(c12)OC(C)(C)CC4)O[C@H](C)[C@@H](C)[C@H]3O,89*,87*,87*,84*,90*,89*
COCCCNC(=S)N/N=C/c1cc(Cl)cc(Cl)c1O,49,81*,85*,92*,89*,94*
C=C(C)CBr,5,-5,-4,-17,-8,-6
C[N+]([O-])(C/C=C/c1ccccc1)c1ccccc1 (stereo not given),5,-29,-3,-3,-2,-3
N=C(N)c1ccc2oc3ccc(C(=N)N)cc3c(=O)c2c1,72*,38,73*,58,30,66
c1ccc2[nH]c(CSc3nc4ccccc4s3)nc2c1,34,-1,29,10,17,38
Cc1cc(S(=O)(=O)n2cc[nH]c2=O)c(S)cc1Cl,7,-1,29,1,4,2
O=c1nnc(O)c2n(O)cccc1-2,-42,-2,14,-24,-12,7
CCC(Cl)COP(=O)(OCC(Cl)CC)O/C(C)=C(\C)OP(=O)(OCC(Cl)CC)OCC(Cl)CC (stereo not given),10,0,-2,14,13,27
COc1nc2ccc(COc3ccc(C(=O)O)cc3)cc2nc1OC,23,-5,8,2,0,-16
O=C(Cc1ccc2c(c1)OCO2)c1ccc(O)cc1O,96*,97*,96*,97*,98*,97*
Cc1ccc(Cl)c2nc(-c3ccccc3)ccc12,-21,25,35,17,-30,27
O=C(NCCCN1CC2CCCC2C1)C(C1CCCCC1)C1CCCCC1 (stereo not given),99*,100*,100*,100*,100*,99*
COc1ccnc(-c2cc(OC)cc(/C(N)=N/O)n2)c1,94*,89*,97*,97*,93*,96*
Cc1ccc(C2OC(N)=C(O)C2=O)cc1 (stereo not given),-26,2,10,-43,10,-4
CCC1(CC)SCc2nc3ccccc3n21,29,59,42,23,18,58
NC(=O)C12CC=CC(CCC1)C2=O (stereo not given),-45,-23,2,-6,-10,-10
COC(=O)NC1CC/C=C\CCC1I (stereo not given),13,23,5,13,10,8
COc1ccccc1NC(=O)C(=O)C(c1cnc2ccc([N+](=O)[O-])cc2n1)[N+](=O)[O-] (stereo not given),18,8,0,16,-3,6
COc1ccc2c(c1)CCC(c1nc3cccc([N+](=O)[O-])c3[nH]c1=O)=C2O,0,5,25,5,-1,11
CC(C)c1ccc(OC(=O)Nc2c(Cl)cccc2Cl)cc1,6,7,-4,-18,-28,6
ClCCOCCOc1ccccc1Cl,-10,-22,-7,-24,-14,-8
CCCCCCCCSC(SCCCCCCCC)=C1C(=O)N(c2ccccc2)N=C1C,20,-28,-13,-6,-12,2
CC(=O)O/N=C/c1c2ccccc2cc2ccccc12,-48,43,33,15,9,64
CCOC(=O)c1c(OC)c(-c2ccccc2)c(=O)n2c3ccccc3n(C)c12,-4,-1,10,18,9,0
CC1=Cc2ccc(C)cc2C(=O)C1=O,98*,99*,99*,99*,99*,99*
Cc1cc(C)c(CCC(=O)O)c(C)c1,7,-7,-1,7,5,0
O=[N+]([O-])c1ccccc1N=Nc1ccc(O)cc1O,-23,11,39,35,21,32
COc1ccc2oc(=O)[nH]c2c1,13,-7,-4,5,-4,10
O=C(CCCCCCCCC(=O)N/N=C/c1ccccc1)N/N=C/c1ccccc1,-13,3,-19,-6,-12,-1
COc1ccc(SC2=CC(=O)c3ccccc3C2=O)cc1,-16,-12,31,41,11,34
CCOC(=O)NN(C(=O)OCC)C(=C(c1ccccc1)N1CCOCC1)N(NC(=O)OCC)C(=O)OCC,31,-2,11,6,6,-3
COc1ccc2c(c1)[n+]([O-])c(-c1ccc(Cl)cc1)c(N)[n+]2[O-],99*,99*,99*,99*,99*,99*
COc1cc(/C=C\c2ccc(SC)cc2)cc(OC)c1OC,15,17,-58,26,21,29
CN(C)CCC(/C=C/c1ccccc1)=N\Nc1c(F)c(F)c(F)c(F)c1F,-4,40,87*,58,9,35
CC(O)C1OC(n2ccc(=O)[nH]c2=O)CC1n1cncn1 (stereo not given),7&13,10&3,-8&-9,1&-8,1&3,24&28
CN(C)c1ccccc1CC(=O)Nc1ccccc1,-22,2,3,-13,4,-6
Cc1ncc(CO)c(C)c1O,-13,-2,7,0,12,2
CCCCCCCCCCCC[S+](C)C,41,90*,7,45,78*,89*
CC(=O)OC(C#N)CC(C)(C)/[N+]([O-])=[N+](\[O-])C(C)(C)CC(C#N)OC(C)=O (stereo not given),3,68,80*,24,43,77*
CNc1nc(NC)nc(N(C)C=O)n1,-21,-22,-8,4,-17,7
Oc1c(Cl)cc(Cl)cc1C=NCCSc1ccc(Cl)cc1,93*,94*,93*,92*,94*,95*
Cc1ccccc1OC(=O)Oc1ccccc1C,1,21,22,9,-3,5
CCOC(=O)/C=C(/Nc1ccccc1Cl)c1ccccc1,-4,-31,5,1,-13,10
CCOC(=O)C(Cc1cc(I)c(Oc2ccc(OC)cc2)c(I)c1)NC(C)=O (stereo not given),89*,88*,88*,87*,83*,69
CC1(C)CC(=N/O)/C(=N/O)C(=N\NC(N)=S)/C1,30,65,73*,70,49,77*
CN(C)CCOc1ccc2c(c1)C(=O)/C(=C\c1ncc([N+](=O)[O-])n1C)C2,59,35,81*,54,80*,77*
c1ccc(-c2nnc(-c3ccccc3)c3nonc23)cc1,-13,13,-22,1,15,9
c1ccc(NNc2ccc3ccccc3n2)cc1,39,78*,66,39,45,77*
O=C1CN(Cc2ccccc2)CC(=O)N2CCCN12,24,15,12,22,11,12

The listing continues.
SMILES,cln2 rad14,bub3,yeast mlh1 rad18,yeast rad50,mec2-1,yeast sgs1 mgt1
CC1=C/C(=N/N=C2C=CC(C)(C(Cl)(Cl)Cl)C=C2)C=CC1(C)C(Cl)(Cl)Cl (stereo not given),16,-6,0,-15,8,-10
Cc1ccc(S(=O)(=O)N2CCc3ccccc3C(=O)C2)cc1,5,7,-2,-5,3,-5
O=C1OCCC1C(O)C1c2ccccc2-c2ccccc21 (stereo not given),0,5,-14,-12,-8,-13
CSc1nc(NCc2ccc(Cl)cc2)c2[nH]c(C)nc2n1,-3,20,6,8,-14,18
O=C(O)CC(NC(=O)Nc1ccc([N+](=O)[O-])cc1)C(=O)Nc1ccc([N+](=O)[O-])cc1 (stereo not given),-21,-21,-27,-31,-14,-7
OCC1OC(n2cnc3ncccc32)C(O)C1O (stereo not given),-3,-6,1,-15,20,6
CC(=O)NC1C(O)C(O)C(CO)OC1n1ncc(=O)[nH]c1=O (stereo not given),-19,-20,-38,13,23,-14
CC(SCCO)c1ccccc1 (stereo not given),4,-1,6,19,-3,9
S=c1sc2nc(Cl)nc(Cl)c2s1,90*,87*,89*,87*,88*,90*
c1ccc2c(c1)CC1=C(O2)c2ccccc2OC1,46,53,92*,38,40,43
CCCCCCCCCCCCCCCCCCc1ccc(O)cc1O,13,2,-5,-2,-2,-16
CCN(CC)CCCCNc1ccc(Cl)cc1,-9,45,72*,38,39,54
COC(=O)c1ccccc1[N+](=O)[O-],-39,-1,-6,8,12,-17
N#C/C=C/c1cccc(Cl)c1,14,14,17,39,8,2
CCC1(C)CC(C#N)(C#N)C(=O)NC1=O (stereo not given),-21,0,8,-56,-20,-3
CCCn1c2c(c3ccccc3c1=O)C(=O)c1ccccc1-2,13,-3,-48,20,-22,-4
Cc1cc2c(c3ccccc13)C(O)c1ccccc1-2 (stereo not given),-15,4,-9,-8,6,2
CC1=CC2=C(C=O)C(=O)[C@](C)(O)[C@@H](O)C2=CO1,4,7,0,-1,-19,-1
COc1ccc([I+]c2ccc(OC)cc2)cc1,-10,42,-36,6,20,36
N#Cc1c(C#N)c(O)c2c(N)cccc2c1O,22,33,0,2,5,-8
CCc1ccc(Nc2cc(=O)[nH]c(=S)n2C)cc1,9,17,8,-2,2,-14
CC(C)CCC[C@@H](C)C1CCC2[C@@H]3CCC4C[C@@H](CCC=C(c5cc(Cl)c(O)c(C(=O)O)c5)c5cc(Cl)c(O)c(C(=O)O)c5)CC[C@]4(C)C3CC[C@@]21C (stereo not given in full),-41,8,-46,-26,-22,-15
CCC(C)NC(=S)N/N=C(\C)c1ccccn1 (stereo not given),90*,90*,89*,78*,86*,91*
Cc1ccc(S(=O)(=O)ON/N=c2\ccn(C)c3ccccc23)cc1,-5,8,17,38,13,19
COC1/C=C/OC2(C)Oc3c(C)c(OC(C)=O)c4c(c3C2=O)C(=O)C=C(NC(=O)/C(C)=C\C=C\C(C)C(O)C(C)C(O)C(C)C(OC(C)=O)C1C)C4=O (stereo not given),70,43,47,53,50,6
O=C(N=Nc1ccc([N+](=O)[O-])cc1)NNc1ccc([N+](=O)[O-])cc1,43,43,28,58,36,18
CC(=O)OC1CCC(OC(C)=O)[C@H]2[C@@H]1[C@@H]1S[C@H]2c2ccccc21 (stereo not given in full),11,12,-1,1,-2,0
Nc1ccc(N=Nc2ccc(N)cc2)cc1,-9,11,2,13,6,-14
COC1OC2COC(C2O)C1OS(=O)(=O)c1ccc(C)cc1 (stereo not given),-46,-12,-13,-3,10,9
C[CH2][Ge]([CH2]C)[CH2]C.C[CH2][Ge]([Cl])[CH2]C,-10,42,75*,76*,3,53
CCCCCCCSc1nc2c([nH]1)c(=O)n(C)c(=S)n2C,-14,12,-18,-9,-2,16
COc1cccc(/C=C/C(=O)O)c1,-44,-16,0,8,-3,-4
O=C(O)CC(Sc1ccccc1)c1ccccc1 (stereo not given),32,46,8,13,-9,-3
Oc1ccc(Br)cc1/C=N/N1CCN(/N=C/c2cc(Br)ccc2O)CC1,15,2,25,23,6,35
Cn1c(=O)c2[nH]c(SCC(=O)O)nc2n(C)c1=O,-21,8,-4,7,1,3
ClC(Cl)(Cl)c1ccccc1C(Cl)(Cl)Cl,3,13,30,6,-2,13
Fc1cccc(/C=C2/c3cc(Cl)ccc3-c3c(Cl)cc(Cl)cc32)c1,28,-6,17,39,-7,34
Cc1ccccc1C(=O)N1CCOCC1,-13,16,21,-11,4,0
NC(=S)N/N=C/c1cccc(CC(O)(C(F)(F)F)C(F)(F)F)n1,-28,-2,24,3,7,4
O=C1OC(C(O)CO)/C(=N\O)C1O (stereo not given),-21,6,2,10,-22,-9
Cc1cc2c(=O)cc(-c3ccncc3)oc2c(C(=O)O)c1C,20,27,-6,21,0,-10
C1C2OC2CC2OC12 (stereo not given),56,-1,-4,-13,-9,-1
Nc1ccc2c(c1)[nH]c(=O)c1c(Cl)cccc12,48,5,56,84*,41,21
CCOC(=O)C1(C(O)(C2CC2)C2(C(=O)OCC)CC2)CC1,-30,13,5,-9,-12,-12
Cc1nc2ccc(Br)cc2c(=O)[nH]1,7,-21,3,13,-12,-1
